# MEX-5 binding = C. elegans MEX-5 TCR-2 RNA binding activity; MEX-5/FITC-TCR2 RNA binding, fluorescence polarization; active compounds read low; hit rate 0.38% among 300,000; AID 1832; Q9XUB2; activity score (negative = inhibition of binding), % at 10 µM;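 active = inhibition past about -25% in most replicates, and total fluorescence under double the plate's negative control median, limit read from the data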;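 also: 0% = DMSO and -100% = 5 µM competing unlabeled TCR2 RNA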
# Target sequence (Q9XUB2 whole entry, looked up): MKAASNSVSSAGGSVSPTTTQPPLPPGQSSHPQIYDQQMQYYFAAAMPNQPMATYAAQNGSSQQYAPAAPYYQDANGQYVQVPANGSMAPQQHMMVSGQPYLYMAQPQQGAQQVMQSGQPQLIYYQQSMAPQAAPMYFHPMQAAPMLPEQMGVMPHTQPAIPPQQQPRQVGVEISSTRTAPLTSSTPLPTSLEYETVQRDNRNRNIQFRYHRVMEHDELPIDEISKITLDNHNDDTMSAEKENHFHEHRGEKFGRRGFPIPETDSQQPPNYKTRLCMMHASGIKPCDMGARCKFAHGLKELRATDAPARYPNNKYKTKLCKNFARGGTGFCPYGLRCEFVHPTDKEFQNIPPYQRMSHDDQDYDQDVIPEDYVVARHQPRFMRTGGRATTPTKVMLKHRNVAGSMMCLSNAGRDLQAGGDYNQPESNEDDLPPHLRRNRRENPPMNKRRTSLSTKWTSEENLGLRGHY
# Yeast superoxide = yeast age-related superoxide inhibition as caloric restriction mimetic; S. cerevisiae aged cells, superoxide DHE fluorescence; active compounds read low; superoxide response (% of plate mean), % at 10 µM; hit rate 0.18% among 330,000;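 active = superoxide response under a set limit, about three screen SD below normal, cut at about 65% in these data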;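 also: yeast aged for seven days with compound at 30 °C before DHE staining; 100% = average MFI of all compound-treated wells on the plate with controls excluded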
# Bcl-xL primary = Bcl-xL (human) inhibition; GST-Bcl-xL / FITC-Bim BH3 peptide fluorescence polarization; inhibition, % at 10.9 µM; hit rate 0.7% among 320,000;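 active = inhibition above the mean of all tested compounds plus 3 SD, cutoff set per campaign, cut at about 30% in these data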;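 also: 0% = DMSO wells and 100% = unlabeled Bim-BH3 peptide competitor; inhibitors lower millipolarization by displacing the labeled peptide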
# AGP1-GFP MLPCN = alters AGP1-GFP fluorescence in TOR pathway yeast screen. S. cerevisiae AGP1-GFP multiplex flow cytometry, 3 h; GFP as percent of DMSO wells. GFP response vs DMSO, % at 10 µM. hit rate 0.02% among 320,000;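 active = GFP response relative to DMSO above a set limit, near screen average plus 3 SD, cut at about 150% in these data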;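 also: median GFP channel fluorescence of the gated AGP1 strain per well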
# GRK2 inh = inhibitors of human GRK2 displacing RNA aptamer; bead flow cytometry, FAM-aptamer displacement from GRK2; inhibition of aptamer binding, % at 10 µM; hit rate 0.59% among 330,000; AID 488847;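 active = inhibition of aptamer binding above 40%, roughly 3 SD of noise, on plates passing a quality check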;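 also: median bead fluorescence of bound FAM aptamer so fluorescent compounds give negative values; no value below 0 was filed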
# MCL1 BIM primary = inhibitors of human MCL1 binding to BIM-BH3 peptide; GST-MCL1 / FITC-Bim-BH3 fluorescence polarization; inhibition, % at 10.9 µM; hit rate 0.68% among 320,000;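 active = inhibition above the mean inhibition of all tested compounds plus 3 SD, set per campaign, cut at about 40% in these data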;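 also: 0% = DMSO wells and 100% = unlabeled Bim-BH3 peptide control; higher means more loss of mP so more displacement of Bim peptide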
# VLA-4 inh = inhibition in a human VLA-4 binding assay; VLA-4 expressing cells, ligand binding flow cytometry; inhibition, % (about 7 µM as worked out from the volumes in the protocol); hit rate 0.2% among 330,000; in the data active = inhibition above about 50%
# CIT2 TOR yeast = yeast TOR pathway CIT2-GFP modulation | GFP response vs DMSO, % at 10 µM | hit rate 0.065% among 320,000 | S. cerevisiae CIT2-GFP strain, flow cytometry, 3 h; 100 means same as DMSO wells;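 active = GFP response relative to DMSO above a set limit, near the screen mean plus 3 SD, cut at about 150% in these data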;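 also: ratio of well median GFP fluorescence to mean of DMSO wells on the plate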
# GLD-1 RNA inh = GLD-1-TGE RNA interaction inhibition (C. elegans); Q17339; purified GLD-1 + fluorescein TGE RNA, fluorescence polarization; inhibition, % at 5.96 µM; hit rate 0.44% among 320,000; AID 2280;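 active = percent inhibition above a per-plate cutoff, the plate mean of test compounds plus 3 SD, cut at about 30% in these data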;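 also: 0% = DMSO wells with GLD-1 and probe and 100% = wells lacking GLD-1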
# Target sequence (Q17339 whole entry, looked up): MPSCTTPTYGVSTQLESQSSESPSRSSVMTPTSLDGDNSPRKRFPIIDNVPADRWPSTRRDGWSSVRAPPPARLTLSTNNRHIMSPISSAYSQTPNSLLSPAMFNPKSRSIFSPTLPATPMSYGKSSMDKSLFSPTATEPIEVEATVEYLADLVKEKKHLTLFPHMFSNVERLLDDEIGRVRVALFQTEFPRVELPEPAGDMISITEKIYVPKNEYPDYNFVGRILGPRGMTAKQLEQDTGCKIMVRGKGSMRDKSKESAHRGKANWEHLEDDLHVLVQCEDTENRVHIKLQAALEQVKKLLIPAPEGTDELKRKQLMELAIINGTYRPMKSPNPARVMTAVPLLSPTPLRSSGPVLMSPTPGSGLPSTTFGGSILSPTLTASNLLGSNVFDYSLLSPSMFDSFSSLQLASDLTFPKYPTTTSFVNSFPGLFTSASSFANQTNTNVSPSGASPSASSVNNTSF
# Starred values were filed as active, the others as inactive; . = no result given; [ ] = another dose, or the depositor's remark.
molecule	MEX-5 binding	Yeast superoxide	Bcl-xL primary	AGP1-GFP MLPCN	GRK2 inh	MCL1 BIM primary	VLA-4 inh	CIT2 TOR yeast	GLD-1 RNA inh
O=c1cc(-c2ccccc2)[nH]c2nc3ccccc3n12	-0.9	78	1	102	1	-5	23	97	-2
NC(=O)CCCc1nc(-c2ccccc2Cl)no1	-3.0	93	-4	93	0	-6	.	98	1
CN(Cc1ccccc1)C(=O)COC(=O)c1cc(S(=O)(=O)N(C)C)ccc1N1CCCC1	2.8	117	-13	101	1	-24	-14	99	-3
CCn1c(=O)cc(O)c2c(=O)n(C)c(=O)n(C)c21	-3.6	103	-4	96	3	-4	8	92	-2
CN(C)S(=O)(=O)c1cccc(C(=O)Nc2cc(Cl)ccc2O)c1	0.2	109	6	94	1	3	-5	100	1
CCOC(=O)N1CCN(S(=O)(=O)c2ccc(F)c(C(=O)Nc3ccc(C(C)C)cc3)c2)CC1	0.2	81	4	96	0	0	4	93	12
COc1ccc(NC(=O)CCC(=O)NCc2ccco2)c([N+](=O)[O-])c1	-3.4	102	.	98	3	.	-4	100	.
N#Cc1ccc(NC(=O)c2nc(-c3ccccc3)n(-c3ccccc3)n2)cc1	0.5	119	1	90	0	5	18	92	6
COc1ccc2[nH]c(CN3CCC(n4nccc4NC(=O)C4CC4)CC3)c(C)c2c1	2.0	91	-2	98[may fluoresce green]	0	9	0	96[may fluoresce green]	0
Cc1ccc(C(=O)NCC(=O)OCC(=O)N2CC(C)OC(C)C2)cc1 (centres undefined)	1.2	118	2	110	1	-2	-1	95	-3
O=C(CN1C(=O)CCSc2ccccc21)Nc1cccc(F)c1	1.4	116	5	100	0	10	-1	.	3
COc1ccc(/C=C2/C(=O)N(c3ccccc3)N=C2C)c(OC)c1	1.9	103	.	98	0	.	11	97	.
Cc1c(C(=O)Nc2cccc(S(=O)(=O)N3CCCC3)c2)oc2ccccc12	0.0	98	1	97	1	1	-6	97	6
COc1ccc(/C=N/NC(=O)c2cccc(NC(=O)c3ccccc3Cl)c2)cc1	3.3	109	4	100	0	4	-4	111	3
CN(C)C(=O)COC(=O)c1cccc(S(=O)(=O)N2CC3(C)CC2CC(C)(C)C3)c1 (centres undefined)	.	81	0	98	3	2	19	96	6
CC(OC(=O)CC1CCCC1)C(=O)Nc1ccc(S(N)(=O)=O)cc1 (centres undefined)	1.1	103	-5	108	8	-4	36	108	-3
CCn1cc(S(=O)(=O)NCc2ccc(OC)cc2)cn1	1.0	87	-9	107	0	-7	11	104	10
Cc1onc(-c2ccccc2)c1C(=O)NN1CCOCC1	.	88	.	86	0	.	-6	94	-6
O=C(NCCc1ccccn1)c1c(-c2ccsc2)sc2ccccc12	.	90	.	103	70*	.	47	95	0
CCOC(=O)N1CCN(S(=O)(=O)c2ccc(C(=O)N(CCN(CC)CC)c3nc4c(C)cccc4s3)cc2)CC1	0.3	87	0	115	3	6	-6	108	-3
CCc1nnc(NC(=O)NC(C)(C)C)s1	-0.2	101	2	109	0	3	-6	104	1
O=c1c2ccccc2sn1-c1ccc(S(=O)(=O)N2CCCC2)cc1	-1.9	91	10	104	0	7	19	99	10
CCCc1nnc(SCc2ccc(C(=O)OC)o2)n1N	-1.4	98	-2	101	2	-3	-2	104	-1
CCOc1ccc(NC(=O)Cn2nnc(C(=O)NCc3ccc(OC)cc3)c2N)cc1	1.4	90	3	96	0	-1	21	106	-2
Cc1ccc(C(=O)CCC(=O)N2CCN(C(=O)c3ccco3)CC2)cc1	-2.4	109	-1	98	0	0	10	96	-5

# Carrying on:
molecule	MEX-5 binding	Yeast superoxide	Bcl-xL primary	AGP1-GFP MLPCN	GRK2 inh	MCL1 BIM primary	VLA-4 inh	CIT2 TOR yeast	GLD-1 RNA inh
CCCCNc1c(-c2ccc(Sc3ccc(OC)cc3)cc2)nc2cc(C)ccn12	.	83	.	91	0	.	15	84	6
COc1ccc(-c2nnc3n2N=C(C)CS3)cc1OC	2.4	82	4	106	0	5	3	106	-4
Cc1sc2ncnc(N(C)CCc3ccccn3)c2c1C	-0.2	75	3	105	4	-8	0	101	-6
CC(C)NS(=O)(=O)c1ccc(NC(=O)c2cccnc2)cc1	-0.3	101	-3	106	0	-4	10	102	3
O=C1NC2(O)C(=O)c3ccccc3C2(O)N1 (centres undefined)	-0.3	97	-2	95	1	1	18	99	7
CC(C)C(=O)Nc1ccc2c(c1)nc(CCN1CCN(C)CC1)n2C	-0.4	116	0	104	2	-1	4	102	7
CCN(CC)C(=O)c1[nH]cnc1C(=O)N[C@H](C)c1ccccc1	.	94	3	104	1	2	-7	103	4
CN1CCN(c2oc(-c3ccc([N+](=O)[O-])cc3)nc2C#N)CC1	1.0	101	-4	116	1	-2	2	106	5
NC(=O)C1(N2CCCCC2)CCN(C2CC(=O)N(CCc3ccccc3)C2=O)CC1 (centres undefined)	1.4	92	8	96	0	11	3	96	3
Cc1noc(C)c1C(=O)Nc1cc(Cl)ccc1N1CCOCC1	.	121	3	98	0	1	8	93	-5
CCOC(=O)CCC(NC(=O)c1cncc(O)c1)C(=O)OCC (centres undefined)	-1.1	89	6	106	1	11	-2	102	-1
COc1cc2[nH]c(=O)n(CCC(=O)N3CCC(N4CCCCC4)CC3)c(=O)c2cc1OC	-0.5	108	9	99	3	2	6	100	4
CC(=O)C12CC(C)=C(C)CC1CC1C3CCC4=CC(=O)CCC4(C)C3CCC12C (centres undefined)	.	100	5	104	2	4	-15	101	0
CCCNC(=O)C1(CC2CC(c3ccccc3)=NO2)CCN(C(=O)C2(C)CC2)CC1 (centres undefined)	0.0	101	0	105	2	-4	-2	96	-1
Cc1cccc(N2CCN(C(=O)c3ccc(CS(=O)Cc4ccc(Cl)cc4)o3)CC2)c1C (centres undefined)	1.4	124	8	104	0	6	2	94	1
CC1=C(C(=O)Nc2ccccc2C)C(c2ccc(C)o2)C2=C(CCCC2=O)N1 (centres undefined)	-0.7	86	8	101	15	8	9	94	3
COc1ccc(C(=O)OCC(=O)c2ccc(C)c(S(=O)(=O)N3CCOCC3)c2)cc1OC	0.0	105	3	101	0	2	0	106	2
S=C(Cc1ccccc1)NCCc1ccccc1	0.1	110	-3	77	2	-3	-17	69	-3
CC(Sc1ccsc1[N+](=O)[O-])C(=O)NCCc1ccc(Cl)cc1 (centres undefined)	0.0	102	6	104	1	0	5	111	-1
COc1ccc(-c2ccnc3c(C#N)cnn23)cc1	-0.6	99	1	93	0	-6	2	99	-10
Cc1ccc(S(=O)(=O)N(C)C)cc1NC(=O)COC(=O)c1ccc2c(c1)OCO2	-0.1	103	-2	97	0	-5	16	95	2
CC(C(=O)NCC1CCCCC1)N(C)CC(=O)Nc1ccc(N2CCOCC2)cc1 (centres undefined)	1.8	97	5	106	0	3	6	108	5
C[C@H](CO)N1C[C@H](C)[C@@H](CN(C)C(=O)Nc2ccc3c(c2)OCO3)Oc2c(cccc2N(C)C)C1=O	.	95	.	94	0	.	16	90	5
CN(Cc1ccccc1)C(=O)CCS(=O)(=O)c1ccc2c(c1)n(C)c(=O)c(=O)n2C	-0.8	102	1	106	5	6	2	109	1
Cn1c(=O)c2c(nc(SCc3ccc(F)cc3)n2C)n(C)c1=O	-2.1	100	2	95	4	1	-1	102	0

# New compounds follow:
molecule	MEX-5 binding	Yeast superoxide	Bcl-xL primary	AGP1-GFP MLPCN	GRK2 inh	MCL1 BIM primary	VLA-4 inh	CIT2 TOR yeast	GLD-1 RNA inh
COc1ccc(NC(=O)CSc2nc3c(cc2C#N)CN(C)CC3)cc1	-0.7	98	14	95	0	19	19	94	4
O=C(NNC(=O)c1ccncc1)Nc1cccc(C(F)(F)F)c1	-0.5	97	.	89	2	.	3	89	.
COc1ccc(Cn2c(CCC(=O)NCc3ccco3)nc3cccnc32)cc1	-1.2	78	0	100	0	-3	1	102	-5
Cc1cccc(NC(=O)c2cccc(N3C(=O)C4C5CCC(C5)C4C3=O)c2)c1C (centres undefined)	1.8	92	1	102	0	-5	-19	108	5
COc1cccc(CNc2ccc(F)c([N+](=O)[O-])c2)c1O	-2.8	99	-3	92	1	-2	-1	95	3
Cc1ccc(CCN=c2c([N+](=O)[O-])nn(-c3ccccc3)n2O)cc1	-0.7	110	7	88	3	2	5	96	-1
Cc1ccc(NC(=O)CCN2CCN(CCO)CC2)cc1Br	-1.3	108	9	102	0	4	14	102	4
O=C(Nc1ccccc1)N1CCc2ccccc2C1	-0.9	104	-3	95	1	-8	6	80	-2
CCOC(=O)c1c(C)c(C(=O)NCc2ccccc2OC)c(C)n1C	0.3	93	0	95	0	-5	-3	98	2
CCC(C)N1CCCCC1C(=O)Nc1c(C)cc(C)cc1C (centres undefined)	-2.6	98	3	103	1	-1	0	104	5
CC(=O)/C(N=Nc1nc2c([nH]1)c(=O)n(C)c(=O)n2C)=C(\C)O	-36*	99	9	97	3	15	16	88	11
CCC(C)(C)NC(=O)CN(CCc1cccc(C)c1)C(=O)c1csnn1	-2.4	102	9	88	0	3	1	86	-8
COc1ccc(Cl)cc1C(=O)O/N=C(\N)c1ccccn1	-0.9	96	4	88	0	2	30	96	-2
C/C(=N\Nc1ccc([N+](=O)[O-])cc1)c1ccc(-n2nncc2C)cc1	0.0	81	-31	91	0	-72	-4	108	-9
CCCCNC(=O)C1C2C=CC3(CN(Cc4ccc(C)cc4)C(=O)C13)O2 (centres undefined)	0.3	100	7	117	0	8	5	108	-2
CC(=O)Nc1ccc(NC(=O)Cn2c(=O)n(-c3ccccc3)c(=O)c3oc4ccccc4c32)cc1	-3.0	114	1	106	0	1	4	103	4
C/C(CC(=O)Nc1ccc(Cl)cc1C(F)(F)F)=N\NC(=O)c1ccccn1	0.0	96	4	89	0	14	4	92	4
c1ccc(-c2noc(CSc3nnc(Cc4cccs4)n3-c3ccccc3)n2)cc1	0.4	102	-5	99	0	-9	6	96	-17
COC(=O)[C@H](Cc1ccccc1)NC(=O)O[C@@H]1C(=O)c2cc(OC)ccc2O[C@H]1c1ccc(OC)c(Br)c1	-0.2	108	3	77	0	3	2	64	7
COc1ccc2c(c1)C(C)=CC(C)(C)N2C(=O)CN1C(=O)CCC1=O	-1.2	95	-2	106	0	-7	6	107	8
COc1ccc(OCC(=O)OCC(=O)Nc2ccc(S(=O)(=O)N3CCCCC3)cc2)cc1	-0.5	94	-2	107	2	-5	11	103	2
CC1CC(C)CN(C(=O)Cn2c(SCC(=O)N3CCc4ccccc4C3)nc3ccccc32)C1 (centres undefined)	1.3	92	-2	98	2	-2	-3	98	6
CCN(CC)CCN(C(=O)c1ccc(S(=O)(=O)N(CC)c2ccccc2)cc1)c1nc2c(OC)ccc(OC)c2s1	1.6	110	1	105	0	4	4	95	3
Cc1ccc(OCC(=O)NNC(=O)C2CCN(c3nccc(C)n3)CC2)cc1	-3.1	83	4	102	2	6	7	95	4
CCOC(=O)C(NC(C)=O)C(=O)Nc1ccc(C)cc1C (centres undefined)	-0.3	77	6	100	50*	5	5	100	5
COc1ccc(N2CCN(C3CCN(S(=O)(=O)c4ccc(F)cc4)CC3)CC2)cc1	2.4	86	1	102	0	7	-6	107	2

# Screens from PubChem BioAssay.
